IL1B NFkB pot: enhances IL-1B driven NFkB nuclear translocation. HUVEC IL-1B NFkB p65 nuclear translocation imaging. activation, % at 2 µM. 0.3% of 94,000 active. AID 819;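 active = activation above 40%, about the mean plus 3 SD, also judged a hit on visual image review; inconclusive = activation above 40% but not a hit on visual review; inactive = activation not above 40% and no visual hit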;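 also: percent activation is computed from the nuclear over cytoplasmic p65 intensity ratio; values of inactives mirror those of a sister screen read the other way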
MRP resist rev: compounds reversing MRP-mediated drug resistance; H69AR cells + 2 uM doxorubicin, CellTiter-Glo, 72 h; 0.04% of 85,000 active; AID 602; differential viability (reversal), % at 10 µM;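 active = viability drop by adding the cancer drug above about 55%, with treated viability meeting a 40% cutoff, limit read from the data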;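 also: viability without doxorubicin minus viability with 2 µM doxorubicin for each compound; larger differential means the compound sensitizes cells more to doxorubicin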
Bcl-B TR3 displacers: displacers of TR3 peptide from Bcl-B, primary screen, selectivity assay for Bfl-1 inhibitor project, biochemical, fluorescence polarization; FP displacement of FITC-TR3 peptide from Bcl-B; higher % means a stronger effect; one-dose displacement, % at 20 µM; IC50 in µM for titrated hits; 0.11% of 96,000 active; AID 748;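 active = displacement above 50% at 20 µM plus a fluorescence interference ratio under 1.5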;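 also: plate controls were wells without compound for no effect and wells lacking Bcl-B protein for full effect; a part of the inactive calls stands beside numbers as strong as those of hits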
NFkB transloc inh: blocks IL-1B driven NFkB nuclear translocation in HUVEC cells. AID 796. 0.43% of 94,000 active. inhibition, % at 2 µM. HUVEC IL-1B NFkB p65 nuclear translocation imaging;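 active = inhibition above about 30% together with a positive call from visual inspection of the well image, limit read from the data; inconclusive = inhibition above a set limit but visual check negative; inactive = inhibition not above a set limit, visual check negative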;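 also: nuclear over cytoplasmic p65 intensity ratio measured by imaging; 0% = IL-1B stimulated DMSO wells and 100% = unstimulated DMSO wells; values of inactives mirror those of a sister screen read the other way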
PLAP inhibition: inhibition of human placental alkaline phosphatase – biochemical, luminescence, HTS (AID 690); purified PLAP, luminescent substrate; higher % means a stronger effect; 0.08% of 96,000 active; one-dose inhibition, % at 20 µM; IC50 in µM for titrated hits; in the data active = a potency from the dose series; inactive = the rest, 99 in 100 with inhibition below about 30%; also: strong numbers were not always called active
MRP resist rev cytotoxicity: further read-out of MRP resist rev, marked with its call; viability, %; H69AR cells, CellTiter-Glo, 72 h; measured here: cytotoxicity without doxorubicin
MRP resist rev with doxorubicin: recorded beside MRP resist rev, whose call it bears; viability, %; measured here: viability with 2 uM doxorubicin; active compounds read low
NFkB transloc inh cell count 2 µM: further read-out of NFkB transloc inh, marked with its call; cell count; measured here: cells passing quality filter;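 raw number of nuclei counted in each imaged well without normalization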
IL1B NFkB pot cell count 2 µM: also measured in IL1B NFkB pot; calls as there; cell count; measured here: cells passing quality filter
The depositor's hits bear a star; ? = inconclusive; . = not tested or not shown. These rows are one share of the data; rates above refer to the full screens.

SMILES	IL1B NFkB pot	IL1B NFkB pot cell count 2 µM	MRP resist rev	MRP resist rev cytotoxicity	MRP resist rev with doxorubicin	Bcl-B TR3 displacers	NFkB transloc inh	NFkB transloc inh cell count 2 µM	PLAP inhibition
CCC1(c2ccccc2)NC(=O)N(CC(=O)Nc2ccc3c(c2)OCO3)C1=O (configuration not stated)	-4	171	7	88	82	-2%	4	171	10%
CCOC(=O)C1=C(N)OC2=C(C(=O)CCC2)C1c1ccccc1OCC (configuration not stated)	-3	142	5	99	94	-3%	3	142	-19%
CC(CC(=O)NCc1ccccc1)C1CCCO1 (configuration not stated)	30	121	2	93	91	0%	-30	121	-5%
O=C(NC(Cc1ccc2c(c1)OCO2)C(=O)NC(Cc1ccccc1)C(=O)O)c1ccccc1 (configuration not stated)	?	.	-8	74	82	8%	-44	187	-69%
COc1cc(OC)c(-c2nn3c(-c4cccnc4)nnc3s2)cc1OC	.	.	-7	92	98	0%	.	.	-29%
Cc1cc(C)c(S(=O)(=O)NCc2cn3c(C)csc3n2)cc1C	-4	44	.	.	.	3%	4	44	-2%
O=C(COC(=O)C1=COCCO1)Nc1cccc(Oc2ccccc2)c1	8	166	.	.	.	-6%	-8	166	17%
c1cnc(NC2C3CC4CC(C3)CC2C4)nc1 (configuration not stated)	.	.	2	94	93	-1%	.	.	10%
O/N=C1\CCCc2nnc3c(c21)CCCC3	.	.	-2	84	87	14%	.	.	2%
COc1cccc(OCC(=O)NN=C2c3ccccc3-c3ccccc32)c1	16	179	.	.	.	-2%	-16	179	-9%
CCC(C)[C@H](NC(=O)NCc1ccccn1)C(=O)OC (some centres not stated)	-11	142	4	100	96	-4%	11	142	-9%
COC(=O)c1cc(OC)c(OC)cc1N=CC1=C(O)CC(C)(C)CC1=O	-4	135	2	99	97	-11%	4	135	-70%
Cc1cc(=O)oc(C)c1C(=O)N1CCN(Cc2ccc3c(c2)OCO3)CC1	.	.	10	100	91	-2%	.	.	-20%
COc1cccc(CNC(=O)N[C@@H](CC(C)C)C(=O)O)c1	10	149	36	102	66	-1%	-10	149	13%
Clc1ncn(C23CC4CC(CC(C4)C2)C3)n1	-1	163	-7	80	87	-2%	1	163	17%
O=C(CSc1nnc(-c2ccncc2)n1-c1ccc(Cl)cc1)NCc1cccs1	9	154	-1	87	88	3%	-9	154	-9%
Clc1ccccc1OCCCCn1ccnc1	-2	113	3	88	85	-10%	2	113	10%
COc1ccc(-n2c(SCCC#N)nnc2-c2cc(Cl)ccc2OC)cc1Cl	12	97	-55	24	79	-23%	-12	97	.
Fc1ccc(OCc2nn3c(Cn4nnc5ccccc54)nnc3s2)cc1	.	.	7	105	98	-11%	.	.	5%
CC(=O)NC1Sc2ccccc2N=C1c1ccccc1 (configuration not stated)	17	134	5	73	68	1%	-17	134	6%
CCCSc1nc(C)c(CC(=O)OCC)c(=O)[nH]1	.	.	-9	103	111	-6%	.	.	-9%
Cc1cc(C)nc(SCCC(=O)Nc2ccccc2C)n1	.	.	.	.	.	2%	.	.	-4%
Cc1cccc(NC(=S)NCc2ccccn2)c1	6	156	.	.	.	0%	-6	156	-6%
O=C(NCC(=O)N(Cc1ccco1)C(C(=O)NC1CCCC1)c1cccnc1)c1cccs1 (configuration not stated)	8	115	15	87	72	-1%	-8	115	-8%
Cc1noc(NS(=O)(=O)c2ccc(NC(=O)c3cnc4scc(C)n4c3=O)cc2)c1C	.	.	-2	91	93	-7%	.	.	-14%

3 entries from above, ordered by count of non-hydrogen atoms, lowest first:
SMILES	IL1B NFkB pot	IL1B NFkB pot cell count 2 µM	MRP resist rev	MRP resist rev cytotoxicity	MRP resist rev with doxorubicin	Bcl-B TR3 displacers	NFkB transloc inh	NFkB transloc inh cell count 2 µM	PLAP inhibition
Clc1ncn(C23CC4CC(CC(C4)C2)C3)n1	-1	163	-7	80	87	-2%	1	163	17%
COc1ccc(-n2c(SCCC#N)nnc2-c2cc(Cl)ccc2OC)cc1Cl	12	97	-55	24	79	-23%	-12	97	.
O=C(CSc1nnc(-c2ccncc2)n1-c1ccc(Cl)cc1)NCc1cccs1	9	154	-1	87	88	3%	-9	154	-9%

The list continues:
SMILES	IL1B NFkB pot	IL1B NFkB pot cell count 2 µM	MRP resist rev	MRP resist rev cytotoxicity	MRP resist rev with doxorubicin	Bcl-B TR3 displacers	NFkB transloc inh	NFkB transloc inh cell count 2 µM	PLAP inhibition
Cc1c(C#N)c(=O)oc2ccc3ccccc3c12	9	198	.	.	.	1%	-9	198	3%
C=CCn1c(SCC(=O)N2CCOCC2)nc(O)cc1=O	-7	116	-26	82	108	-4%	7	116	-6%
Brc1ccc(-c2csc(N3CCC(c4ccccc4)C3)n2)cc1 (configuration not stated)	3	171	.	.	.	4%	-2	171	28%
CCOc1ccccc1CNC(=O)c1cc2oc3ccccc3c2n1C	3	174	-18	90	108	-6%	-3	174	15%
OC(CN1CCOCC1)CN(c1ccccc1)c1ccccc1 (configuration not stated)	0	82	-5	88	93	-2%	0	82	-54%
CCOC(=O)c1ccc(NC(=O)CSc2nccn2C)cc1	.	.	23	105	81	1%	.	.	-11%
O=C1C(=O)c2c(C(=O)c3ccccc3)coc2-c2ccccc21	.	.	1	0	0	-6%	.	.	14%
CCc1ccc(OCc2nnc(SCC(=O)NCc3ccco3)o2)cc1	10	197	-1	89	90	2%	-10	197	12%
COCCNC(=O)CN1CCC(NC(=O)Nc2ccc(C(F)(F)F)cc2)CC1	3	175	-2	99	101	-5%	-4	175	-56%
CC(C)NC(=O)C(Sc1ccccc1)c1ccccc1 (configuration not stated)	0	140	.	.	.	9%	0	140	-6%
Cc1nn(-c2ccccc2)c(C)c1NC(=O)c1ccc(S(=O)(=O)N2CCCC2)cc1	-4	181	-30	53	83	10%	4	181	-64%
CCOc1ccc(C2C(C#N)=C(N)SC(N)=C2C#N)cc1OCC	.	.	-21	65	86	-229%	.	.	-162%
C/C(=C\C#N)n1nc(C)cc1N	23	223	-2	92	94	-13%	-23	223	-2%
Cc1noc(C)c1S(=O)(=O)NC1CCN(Cc2ccccc2)CC1	-5	151	-1	99	100	33%	5	151	-52%
O=S(=O)(Nc1ccc2c3c(cccc13)CC2)c1ccc(F)cc1	10	80	.	.	.	17%	-10	80	-26%
CCOc1ccccc1NC(=O)NS(=O)(=O)c1ccc(C)cc1	-4	92	16	99	83	-3%	4	92	-13%

Another view of part of the listing above.
| SMILES | IL1B NFkB pot | IL1B NFkB pot cell count 2 µM | MRP resist rev | MRP resist rev cytotoxicity | MRP resist rev with doxorubicin | Bcl-B TR3 displacers | NFkB transloc inh | NFkB transloc inh cell count 2 µM | PLAP inhibition |
| --- | --- | --- | --- | --- | --- | --- | --- | --- | --- |
| Cc1nn(-c2ccccc2)c(C)c1NC(=O)c1ccc(S(=O)(=O)N2CCCC2)cc1 | -4 | 181 | -30 | 53 | 83 | 10% | 4 | 181 | -64% |
| CCOc1ccccc1CNC(=O)c1cc2oc3ccccc3c2n1C | 3 | 174 | -18 | 90 | 108 | -6% | -3 | 174 | 15% |
| O=S(=O)(Nc1ccc2c3c(cccc13)CC2)c1ccc(F)cc1 | 10 | 80 | . | . | . | 17% | -10 | 80 | -26% |

Among those listed so far, these have a halogen.
SMILES	IL1B NFkB pot	IL1B NFkB pot cell count 2 µM	MRP resist rev	MRP resist rev cytotoxicity	MRP resist rev with doxorubicin	Bcl-B TR3 displacers	NFkB transloc inh	NFkB transloc inh cell count 2 µM	PLAP inhibition
Clc1ncn(C23CC4CC(CC(C4)C2)C3)n1	-1	163	-7	80	87	-2%	1	163	17%
O=C(CSc1nnc(-c2ccncc2)n1-c1ccc(Cl)cc1)NCc1cccs1	9	154	-1	87	88	3%	-9	154	-9%
Clc1ccccc1OCCCCn1ccnc1	-2	113	3	88	85	-10%	2	113	10%
COc1ccc(-n2c(SCCC#N)nnc2-c2cc(Cl)ccc2OC)cc1Cl	12	97	-55	24	79	-23%	-12	97	.
Fc1ccc(OCc2nn3c(Cn4nnc5ccccc54)nnc3s2)cc1	.	.	7	105	98	-11%	.	.	5%
Brc1ccc(-c2csc(N3CCC(c4ccccc4)C3)n2)cc1 (configuration not stated)	3	171	.	.	.	4%	-2	171	28%
COCCNC(=O)CN1CCC(NC(=O)Nc2ccc(C(F)(F)F)cc2)CC1	3	175	-2	99	101	-5%	-4	175	-56%
O=S(=O)(Nc1ccc2c3c(cccc13)CC2)c1ccc(F)cc1	10	80	.	.	.	17%	-10	80	-26%

Bioassay records deposited in PubChem BioAssay by several laboratories.
